# M. tuberculosis GlmU – inhibition of mycobacterial GlmU enzyme – biochemical, glucosamine-1-phosphate acetyltransferase (AID 1376); M. tuberculosis GlmU acetyltransferase enzyme assay; higher % means a stronger effect; one-dose inhibition, %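 (tested at 30 µM in the primary screen)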; IC50 in µM for titrated hits; actives 0.25% (n = 220,000); in the data active means inhibition above about 13%;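 further: 0% = complete reaction with vehicle and 100% = reaction without substrate; strong numbers were not always called active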
# RmlCD inh 1536 – M. tuberculosis RmlC/RmlD inhibition; inhibition, % at 3.6 µM; P9WH09+P9WH11; RmlC+RmlD coupled enzyme assay, percent inhibition; primary screen in compound mixtures; actives 0.03% (n = 160,000); in the data active means inhibition mostly above about 34%, no sharp cut-off; further: some results filed as inactive read as strong as hits
# Target sequence (P9WH09 whole entry, looked up): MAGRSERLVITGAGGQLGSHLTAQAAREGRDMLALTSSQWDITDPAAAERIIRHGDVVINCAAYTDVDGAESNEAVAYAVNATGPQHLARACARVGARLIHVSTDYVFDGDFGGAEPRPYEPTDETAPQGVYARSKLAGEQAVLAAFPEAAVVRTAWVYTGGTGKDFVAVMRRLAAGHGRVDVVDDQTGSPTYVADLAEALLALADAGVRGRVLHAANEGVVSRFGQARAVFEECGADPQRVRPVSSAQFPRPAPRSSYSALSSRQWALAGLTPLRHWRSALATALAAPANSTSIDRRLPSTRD
# Target sequence (P9WH11 whole entry, looked up): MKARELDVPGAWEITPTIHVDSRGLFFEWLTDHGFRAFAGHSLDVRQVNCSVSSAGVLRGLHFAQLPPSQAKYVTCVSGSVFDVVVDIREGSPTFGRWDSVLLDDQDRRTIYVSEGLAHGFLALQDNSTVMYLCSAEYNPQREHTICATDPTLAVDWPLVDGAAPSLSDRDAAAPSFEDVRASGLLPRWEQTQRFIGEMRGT
# An asterisk follows results filed as active; · = not tested or not shown.
# Start of the data: the first five compounds as a preview:
SMILES,M. tuberculosis GlmU,RmlCD inh 1536
COc1cccc(C2CC(C(F)(F)F)n3nc(C(=O)NCc4cccnc4)cc3N2)c1 (configuration not stated),4.6%,·
CCc1nnc(NC(=O)Cc2cc(OC)c(OC)c(OC)c2)s1,-3.2%,-7
c1cnn(-c2cc(N3CCOCC3)ncn2)c1,3.5%,-8
CN(C)/C=C/C(=O)/C=C/c1cn(-c2ncc(C(F)(F)F)cc2Cl)c2ccccc12,0.3%,·
CC1CN(C(=O)C(C)N2C(=O)c3ccccc3C2=O)CC(C)O1 (configuration not stated),4.9%,7

# The whole of this part, from the start:
SMILES,M. tuberculosis GlmU,RmlCD inh 1536
COc1cccc(C2CC(C(F)(F)F)n3nc(C(=O)NCc4cccnc4)cc3N2)c1 (configuration not stated),4.6%,·
CCc1nnc(NC(=O)Cc2cc(OC)c(OC)c(OC)c2)s1,-3.2%,-7
c1cnn(-c2cc(N3CCOCC3)ncn2)c1,3.5%,-8
CN(C)/C=C/C(=O)/C=C/c1cn(-c2ncc(C(F)(F)F)cc2Cl)c2ccccc12,0.3%,·
CC1CN(C(=O)C(C)N2C(=O)c3ccccc3C2=O)CC(C)O1 (configuration not stated),4.9%,7
CC(=O)/C=C/n1c(=S)oc2ccccc21,-1.5%,·
C/C(=N\NC(=O)CSc1nc2ccccc2[nH]1)c1ccncc1,-0.9%,3
COCCNC(=O)Nc1ccc2nc(-c3ccco3)c(-c3ccco3)nc2c1,12%,4
O=c1[nH]c(CN2CCN(c3ncccn3)CC2)nc2c(Br)cc(Br)cc12,2.5%,·
CCOc1cc2c(C#N)c(N3CCOCC3)nc(N)c2c(N)n1,-1.8%,7
COc1cccc(C2(O)CCN(C(=O)C(C)C)CC2)c1,-1.4%,·
Cc1cc(O)c(C(=O)c2ccccc2C(=O)O)cc1C,3.9%,9
COc1cc(OC)c(C2=NOC(C(=O)Nc3c(C)nn(CC(=O)N4CCCC4)c3C)C2)cc1Cl (configuration not stated),-4.2%,·
CCC(=O)OCC(=O)Nc1ccc(OC)cc1[N+](=O)[O-],-2.3%,·
c1ccc(-c2ccccc2OCCOCCN2CCc3ccccc3C2)cc1,-1.1%,-9
CC(C)(C)c1csc(N/N=C/c2cccnc2)n1,5.2%,-9
O=c1[nH]nc(CNc2ccc(Cl)cc2Cl)c2ccccc12,-4.1%,5
COc1ccc(-n2c(CNc3ccc(C)cc3)nnc2SCc2ccccc2)cc1,-2.5%,25
CC(=O)c1cc(CN2C(=O)c3ccccc3C2=O)cs1,4.3%,·
C1CCN(c2nc(N3CCCC3)nc(N3CCNCC3)n2)C1,-5.5%,12
CCNc1nc2nc3ccc(C)cn3c(=O)c2cc1C(=O)NCC1CCCO1 (configuration not stated),2.0%,10
Cn1nnnc1SCC(=O)Nc1nn(-c2ccccc2)nc1C(N)=O,-0.3%,4
COc1cccc(CN2CCCN(S(=O)(=O)c3ccc(Br)cc3)CC2)c1,1.5%,-2
COc1ccc(/C=C/C(=O)OCC(=O)Nc2cccc(C(C)=O)c2)cc1,-0.3%,·
CCn1c(CSc2nc3ccccc3s2)nnc1SCC(=O)NCC(=O)OC,3.5%,8
CCN(CC)S(=O)(=O)c1ccc(NN)nc1,2.5%,5
CN(Cc1nc(-c2ccncc2)no1)S(=O)(=O)c1ccc(Br)cc1,-1.2%,-1
CNCc1ccccc1OCc1ccccc1F,2.0%,-9
Cc1ccc(-n2ncc3c(=O)n(CC(=O)NCC4CCCO4)cnc32)cc1 (configuration not stated),-3.0%,-11
CCN(CC)C(=O)Oc1ccc(OC(=O)N(CC)CC)cc1,-0.9%,14
C/C(Cn1nnc2ccccc21)=N/OC(=O)c1c(F)cccc1F,1.9%,4
C/C(CC1CC(COCCC(C)C)OC1=O)=N\NC(N)=S (configuration not stated),-0.2%,-5
O=[N+]([O-])c1ccc(NCCNS(=O)(=O)c2ccccc2)cc1,6.2%,-5
O=[N+]([O-])c1ccccc1-c1cc(-c2ccccc2O)n[nH]1,5.1%,-4
CC(c1ccccc1F)n1cc(C(=O)Nc2ccc3nc[nH]c3c2)nn1 (configuration not stated),-3.9%,11
O=c1cc(-c2ccccc2)nc2nc(COc3ccccc3)[nH]n12,1.0%,-5
CC1CN=C(Nc2ccc(F)cc2)S1 (configuration not stated),-0.1%,7
CCCC12CN3CC(C)(CN(C1)C3c1ccc3c(c1)OCO3)C2=O (configuration not stated),-4.6%,·
Cc1ccc(S(=O)(=O)Nc2cc(C(=O)O)ccc2N2CCCCC2)cc1,-0.8%,8
NCCc1nnc(SCC(N)=O)o1,3.1%,14
Cc1c(C(C)C)c(=O)n(-c2ccc(S(=O)(=O)NCc3ccccc3)cc2)n1C,-2.5%,·
CCNc1nc(NCC)n2c(SCC(=O)c3ccc(C(C)C)cc3)nnc2n1,4.7%,5
CCn1c(SCC(=O)N/N=C/c2cc(OC)c(OC)c(OC)c2)nc2ccccc21,0.9%,-7
Cc1onc(-c2c(F)cccc2Cl)c1C(=O)c1ccccc1O,-1.4%,2
CCc1cccc(CC)c1-n1c(SCc2cc(=O)n3ccsc3n2)nnc1-c1cccnc1,-1.8%,-6
COc1ccc([N+](=O)[O-])cc1NC(=O)COC(=O)c1ccccn1,-7.0%,-6
CCOc1cc(NC(=O)c2ccco2)c(OCC)cc1NC(=O)CCc1ccccc1OC,2.5%,-5
CC1CCCC(C)N1C(=O)Cn1c(SCC(=O)Nc2ccc3c(c2)OCO3)nc2ccccc21 (configuration not stated),1.2%,8
CCOC(=O)CSc1ncnc2c1cnn2-c1ccccc1,-1.3%,0
O=C(NCC1CCCO1)c1ccc2c(=O)n(CC3CCCO3)c(SCC(=O)N3CCCC3)nc2c1 (configuration not stated),0.6%,-4

# Further results follow:
SMILES,M. tuberculosis GlmU,RmlCD inh 1536
C=CCn1c(-c2ccncc2)n[nH]c1=S,-1.7%,-1
CN(C)C(=O)N1CCN(C(=O)N(C)C)CC1,0.3%,·
CCOc1ccc(C(=O)Nc2cccc(-c3cc4ccccc4oc3=O)c2)cc1[N+](=O)[O-],1.7%,12
O=C(CN1CCOCC1)NCCNC(=O)CN1CCOCC1,-4.6%,·
O=C1CCN(C(=O)Nc2ccccc2)N1,-4.2%,-8
N#Cc1cc(-c2ccccc2)oc1/N=C/c1ccccc1O,1.6%,·
CC1Cc2cc(/C=C3/SC(=S)N(C)C3=O)ccc2O1 (configuration not stated),-0.4%,27
Cc1noc(/C=C/N(C)C)c1S(=O)(=O)N1CCCC(C(=O)NCc2ccco2)C1 (configuration not stated),-4.7%,-6
O=C(CNCC1CCCO1)N1CCN(S(=O)(=O)c2ccc3ccccc3c2)CC1 (configuration not stated),1.3%,·
CCOc1ccc(/C=C(\C#N)C(=O)c2c(C)[nH]c3ccccc23)cc1OC,6.6%,-13
COc1ccc(CNCC(O)COc2cccc3c2OC(C)(C)C3)cc1 (configuration not stated),5.3%,-4
COc1cc(NC(=O)CCCC(=O)OCC(F)(F)C(F)F)nc(OC)n1,2.9%,-13
CCn1c(Cl)c(C=O)s/c1=N\S(=O)(=O)c1ccccc1,5.1%,·
COC(=O)CCc1nc2ccccc2nc1OC,4.1%,2
O=C(NCc1ccccn1)C1CCCCC1,-1.7%,9
CCO[C@@H]1OC(C(=O)N2CCN(Cc3ccc4c(c3)OCO4)CC2)=C[C@H](C2CC2)[C@H]1CCCO,-1.7%,·
O=C(CSc1ccc(Cl)cc1)Nc1ccc(N2CCN(C(=O)c3ccc(Cl)cc3)CC2)cc1,-2.4%,-1
S=c1[nH]nc(COc2ccccc2)n1C1CCCCC1,8.0%,·
O=C(N/N=C/C(Br)=C/c1ccccc1)c1cc(-c2ccco2)[nH]n1,3.0%,2
O=C(CN1CCNCC1)NCCSc1ccc(Cl)cc1,-2.3%,22
Cc1oc(-c2ccc(Cl)cc2)nc1CN1CCCC(C(=O)NCc2ccco2)C1 (configuration not stated),-3.2%,·
Cc1ccc(NC(=O)CC2S/C(=N/N=C/c3c[nH]c4ccccc34)NC2=O)cc1 (configuration not stated),-2.9%,·
COc1cc(SC#N)ccc1N=Cc1c(C)[nH]n(-c2cccc3ccccc23)c1=O,1.7%,·
COc1ccc(N(C(C)=O)S(=O)(=O)c2cccs2)cc1,2.0%,·
Cc1cccc(C)c1NC(=O)N1CCCC1C(=O)Nc1ccc(-n2cnnn2)cc1 (configuration not stated),5.9%,-6
C=CCn1c(C)cc(-c2csc(NC)n2)c1C,-2.6%,0
Cc1ccc(C(=O)N2CCN(c3cnn(C)c(=O)c3Cl)CC2)cc1,-2.3%,-1
CCC1S/C(=C(\C#N)C(N)=O)N(c2ccc(F)cc2)C1=O (configuration not stated),1.7%,5
O=C(CSc1ccc(Cl)cc1)NCc1ccco1,1.2%,-9
COc1cc(C2OCC3C(c4ccc(OC5OC(CO)C(O)C(O)C5O)c(OC)c4)OCC23)ccc1O (configuration not stated),-0.4%,-8

# (listing goes on)
# Values run as follows: M. tuberculosis GlmU	RmlCD inh 1536
COc1ccc(CCNC(=O)Cn2c(=O)n(Cc3ccco3)c(=O)c3ccc(Cl)cc32)cc1OC
    -1.9%	-2
CC(=C1C(=O)c2ccccc2C1=O)N1CCN(C/C=C/c2ccccc2)CC1
    -1.4%	17
Cc1ccc(/C=N/Nc2nnc(Cc3ccccc3)c(=O)[nH]2)o1
    -5.8%	37
O=C(NC1CCCCCC1)C(=S)N1CCCC1
    1.2%	3
COc1cc2c(c(O)c1OC)C(=O)C(OC)CCC2 (configuration not stated)
    -0.4%	·
Cc1cccc2cc(CN(CC3CCCO3)C(=O)c3ccncc3)c(=O)[nH]c12 (configuration not stated)
    3.5%	-5
Cc1c(C(=O)NCC2CCCO2)sc2nc(-c3ccccc3)cn12 (configuration not stated)
    2.4%	-6
CCCCc1c(O)nc2n(c1=O)CCS2
    4.3%	-3
COCCCNC(=O)c1cc2c(=O)n3cccc(C)c3nc2n(C(C)C)c1=N
    1.9%	-15
CCOC(=O)c1cc(-c2csc(COc3ccc(Cl)cc3)n2)on1
    0.5%	12

# Profiles as entered above. Order of screens: M. tuberculosis GlmU, RmlCD inh 1536
# Shown for `Cc1ccc(/C=N/Nc2nnc(Cc3ccccc3)c(=O)[nH]2)o1` → -5.8%, 37
# Shown for `CCCCc1c(O)nc2n(c1=O)CCS2` → 4.3%, -3
# Shown for `COCCCNC(=O)c1cc2c(=O)n3cccc(C)c3nc2n(C(C)C)c1=N` → 1.9%, -15
# Shown for `O=C(NC1CCCCCC1)C(=S)N1CCCC1` → 1.2%, 3
# Shown for `COc1ccc(CCNC(=O)Cn2c(=O)n(Cc3ccco3)c(=O)c3ccc(Cl)cc32)cc1OC` → -1.9%, -2

# More structures follow:
# Values run as follows: M. tuberculosis GlmU	RmlCD inh 1536
CCOC(=O)C1CCCN(c2c(NCCN(C)Cc3ccccc3)c(=O)c2=O)C1 (configuration not stated)
    1.0%	-9
COc1ccc(N2CCN(C(=O)CCN3C(=O)c4ccccc4S3(=O)=O)CC2)cc1
    2.4%	-7
COc1cc2oc3cc(C)oc(=O)c3c2cc1OC
    -1.3%	6
CCc1cccc(CC)c1NC(=O)CN1CC(C)SC1=NC1CCCCC1 (configuration not stated)
    -2.1%	·
CCOC(=O)NC(=S)Nc1ccc(C(C)(C)C)cc1
    2.0%	-6
O=C1NC(=O)C(=Cc2cn(CCOc3ccc4c(c3)OCO4)c3ccccc23)C(=O)N1
    0.4%	11
CCC(=O)N1CCc2cc(S(=O)(=O)N3CCN(c4ccccn4)CC3)ccc21
    0.5%	·
Oc1c(Cl)cc(Cl)cc1C1Nc2ccccc2-n2cccc21 (configuration not stated)
    4.0%	-2
CCCC[C@@H]1C[C@H]1[C@@H](NC(=O)c1cccs1)c1ccc(C(F)(F)F)cc1
    -1.0%	·
CN1C(=O)c2ccccc2N(C)C1c1ccccc1Cl (configuration not stated)
    -2.9%	0
COC(=O)c1ccc(Sc2nnnn2-c2ccccc2)c([N+](=O)[O-])c1
    -4.1%	-11
CCC(C)NC(=O)C1c2ccccc2C(=O)N1Cc1ccc(OC)cc1OC (configuration not stated)
    -0.6%	-7
COc1ccc2[nH]c(=O)c(CN(Cc3cccnc3)Cc3nnnn3CC3CCCO3)cc2c1 (configuration not stated)
    12%	26
NNC(=O)c1ccc(COCC(F)(F)C(F)F)cc1
    -1.2%	-9
COc1nc(Nc2ccc(C(C)=O)cc2)nc(OC)n1
    -3.1%	-4
CCN(CC)S(=O)(=O)c1cccc(C(=O)N/N=C/c2c(C)nn(-c3ccccc3)c2Cl)c1
    3.6%	·
N#Cc1cccc(NC(=O)CSc2n[nH]c(=O)[nH]c2=O)c1
    -4.5%	·
CC(Sc1cccc[n+]1[O-])C(=O)Nc1cccc([N+](=O)[O-])c1 (configuration not stated)
    -3.1%	22
CCCC(=O)Nc1sc2c(c1C#N)CC(C)(C)NC2(C)C
    -6.2%	·
COc1cccc(C(=O)COc2cccc(NC(=O)c3cccc([N+](=O)[O-])c3)c2)c1
    1.1%	4
CC1S/C(=N/N=C/c2cccs2)NC1=O (configuration not stated)
    3.3%	6
COc1ccc(CN(CC2CCCO2)C(=O)c2cc3sccc3n2C)c(OC)c1 (configuration not stated)
    2.4%	9
Cc1cccc(OCCN2C(=O)C(=O)c3cc(C)ccc32)c1
    -3.5%	-6
Cc1cc(C)nc(Nc2ccc(N3CCCC3)cc2)n1
    ·	-13
Clc1ccc(C2=Nn3c(nnc3-c3cccs3)SC2)cc1
    3.8%	·
COc1ccccc1C1OC2=C(Nc3ccc([N+](=O)[O-])cc3N2)C1=O (configuration not stated)
    -1.1%	9
Cc1cc(/C=N/n2cnnc2)c(C)n1-c1ccc2ncccc2c1
    3.8%	·
CCOC(=O)N1CCc2c(sc3c2C(=O)NC(c2ccccc2)N3)C1 (configuration not stated)
    ·	8
CCCCCOC(=O)C1[C@H]2C(=O)N(CCCOC)C[C@]23C=C[C@H]1O3 (some centres not stated)
    2.6%	33

# Screening results (PubChem)

# Not all compounds are listed; the hit share may differ from the screen's.
